Source: PubChem
V1aR counter: counter-screen for oxytocin receptor agonists: human V1a receptor agonists | CHO-V1R cells, Fluo-8 calcium fluorescence, agonist mode; 0% DMSO, 100% 3 nM vasopressin | activation, % at 3 µM | 320,000 compounds, 0.25% hits | AID 2797;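 active means activation above the mean activation of all tested compounds plus 3 SD, per screening run, cut at about 20% in these data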;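 further: signal is peak over basal fluorescence ratio across a 100 second FLIPR read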
Target sequence (P37288 whole entry, looked up): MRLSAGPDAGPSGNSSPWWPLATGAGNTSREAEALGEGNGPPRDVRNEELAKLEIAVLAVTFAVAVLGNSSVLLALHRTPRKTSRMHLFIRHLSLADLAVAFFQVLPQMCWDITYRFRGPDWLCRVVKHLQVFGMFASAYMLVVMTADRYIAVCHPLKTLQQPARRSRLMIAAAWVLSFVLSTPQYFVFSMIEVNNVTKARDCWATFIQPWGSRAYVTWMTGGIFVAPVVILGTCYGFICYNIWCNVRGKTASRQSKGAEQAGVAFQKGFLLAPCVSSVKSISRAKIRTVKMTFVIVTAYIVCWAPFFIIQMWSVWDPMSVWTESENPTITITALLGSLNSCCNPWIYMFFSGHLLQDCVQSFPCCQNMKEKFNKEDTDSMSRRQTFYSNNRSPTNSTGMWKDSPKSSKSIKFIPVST
MEKK3 PB1 HTS: MEKK3-MEK5 PB1 interaction, increase or decrease; 290,000 compounds, 1.4% hits; Q99759; binding response (% of control), % at 10 µM; bead-based flow cytometry, Alexa488-MEK5 binding to MEKK3; actives lie on both sides; 0 = blocked by unlabeled MEK5, 100 = vehicle;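 active means binding response more than 3 SD above or below the average of its plate-row segment, actives on both sides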;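 further: Alexa488 bead fluorescence after subtracting the streptavidin-only scavenger bead signal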
Target sequence (Q99759 whole entry, looked up): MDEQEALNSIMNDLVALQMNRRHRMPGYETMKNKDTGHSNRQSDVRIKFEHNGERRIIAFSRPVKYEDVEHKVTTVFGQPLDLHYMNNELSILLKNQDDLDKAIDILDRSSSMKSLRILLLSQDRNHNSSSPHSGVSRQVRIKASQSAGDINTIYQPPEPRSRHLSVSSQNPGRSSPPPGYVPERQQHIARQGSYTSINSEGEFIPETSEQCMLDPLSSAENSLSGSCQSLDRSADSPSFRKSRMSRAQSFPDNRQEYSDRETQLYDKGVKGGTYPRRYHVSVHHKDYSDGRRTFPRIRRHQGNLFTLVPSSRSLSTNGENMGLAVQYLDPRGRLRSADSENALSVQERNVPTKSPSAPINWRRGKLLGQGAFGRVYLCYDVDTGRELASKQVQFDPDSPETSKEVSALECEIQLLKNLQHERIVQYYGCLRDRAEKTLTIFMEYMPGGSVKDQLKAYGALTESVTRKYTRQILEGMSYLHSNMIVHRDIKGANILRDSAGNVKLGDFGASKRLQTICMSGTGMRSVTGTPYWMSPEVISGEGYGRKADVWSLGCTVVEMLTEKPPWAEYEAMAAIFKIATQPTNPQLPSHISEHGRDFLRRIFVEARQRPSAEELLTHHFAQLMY
OXTR agonist: agonists of human oxytocin receptor; P30559; CHO-OTR cells, Fluo-8 calcium fluorescence; normalized: DMSO 0%, oxytocin 100%; activation, % at 3 µM; 320,000 compounds, 0.32% hits; AID 2435;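 active means activation above the mean of all tested compounds plus 3 SD, cutoff set per screening run, cut at about 20% in these data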;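 further: peak over basal fluorescence ratio from a 100 s FLIPR kinetic read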
PHOSPHO1 inh: PHOSPHO1 (human) inhibition. Q8TCT1. recombinant PHOSPHO1, absorbance phosphatase assay. inhibition, % at 13.3 µM. 290,000 compounds, 1.1% hits. AID 1565; in the data active means inhibition above about 60%
NALP1 inh: NALP1 inhibition; S. cerevisiae NALP1/ASC/caspase-1 growth, X-gal OD620, 72 h; inhibition, % at 10 µM; 280,000 compounds, 0.61% hits; in the data active means inhibition mostly above about 24%, no sharp cut-off; inactive means mostly below about 32%; further: some compounds called inactive have numbers as strong as hits
GPR7 antagonist: blocks human GPR7 receptor signaling. P48145. GPR7-expressing cells, fluorescence antagonist assay. inhibition, % at 4.4 µM. 290,000 compounds, 1.1% hits; in the data active means inhibition above about 16%, passing the limit was not always enough;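 further: cells stimulated with the agonist NPW; 0% = agonist with vehicle and 100% = vehicle without agonist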
GalR3 antagonist: blocks the human galanin receptor 3; HEK293 GalR3-CNG cAMP membrane potential fluorescence; galR3 body fused to GalR1 C-terminus; inhibition, % at 3 µM; 360,000 compounds, 0.44% hits; AID 651719;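 active means inhibition above the screen-wide average plus 3 SD, cut at about 13% in these data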;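 further: forskolin and galanin both at EC90 stimulate the cells; cAMP rise reported by CNG channel membrane potential dye signal; 0% = forskolin plus galanin with DMSO and 100% = forskolin alone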
MEKK2mut PB1 HTS: signal of MEK5 binding to mutant human MEKK2 PB1 domain; bead flow cytometry, Alexa488-MEK5 binding to MEKK2 mutant; percent response, % at 10 µM; 290,000 compounds, 0.35% hits; AID 1530; in the data active means percent response above about 24%, passing the limit was not always enough; further: inactives centre near 1; some results filed as inactive read as strong as hits; reference of the scale not given here
MEKK2wt PB1 HTS: raises or lowers MEK5 binding to wildtype human MEKK2 PB1 domain; Q9Y2U5; bead flow cytometry, Alexa488-MEK5 binding to MEKK2 WT; actives lie on both sides; 290,000 compounds, 1.1% hits; AID 1531; binding response (% of control), % at 10 µM; in the data active means binding response below about 67% or above about 130%
Starred values were filed as active, the others as inactive; · = not tested or not shown. Outcome played no part in choosing rows. About 5.4% of those tested had a hit in this group.

The first 7 compounds as a preview:
SMILES	V1aR counter	MEKK3 PB1 HTS	OXTR agonist	PHOSPHO1 inh	NALP1 inh	GPR7 antagonist	GalR3 antagonist	MEKK2mut PB1 HTS	MEKK2wt PB1 HTS
O=C(C1=C(O)C(=O)N(CC2CCCO2)C1c1cccc(Cl)c1)c1ccco1 (configuration not stated)	0.8	99	0.9	10	13	-2	-1	-4	105
CCc1cc(CNC(=O)CC2C(=O)NCCN2Cc2c(F)cccc2Cl)on1 (configuration not stated)	0.7	97	-0.3	37	0	-6	-1	0	99
CCC(COC)NC(=O)CCc1nnc(Cc2cccc(C(F)(F)F)c2)o1 (configuration not stated)	0.0	99	1.1	37	-21	-1	-4	-7	97
COC(=O)c1sc2ccccc2c1NC(=O)c1coc2ccccc2c1=O	-0.2	96	-0.9	-12	41	-6	-3	6	98
C/C(=N/NC(=O)CSc1nc2ccccc2n1C)c1ccncc1	1.4	104	-0.2	20	-6	-3	-3	-5	98
O=C(NCCOc1ccccc1F)C1CCC(=O)N(CCc2cccc(F)c2)C1 (configuration not stated)	1.3	100	1.4	7	15	-7	-8	2	103
Cc1ccc(C)c(S(=O)(=O)NC(C)C(=O)Nc2ccc(-c3nc4ccccc4s3)cc2)c1 (configuration not stated)	2.7	102	3.6	58	8	10	-2	1	102

All compounds of this part, previewed entries included:
SMILES	V1aR counter	MEKK3 PB1 HTS	OXTR agonist	PHOSPHO1 inh	NALP1 inh	GPR7 antagonist	GalR3 antagonist	MEKK2mut PB1 HTS	MEKK2wt PB1 HTS
O=C(C1=C(O)C(=O)N(CC2CCCO2)C1c1cccc(Cl)c1)c1ccco1 (configuration not stated)	0.8	99	0.9	10	13	-2	-1	-4	105
CCc1cc(CNC(=O)CC2C(=O)NCCN2Cc2c(F)cccc2Cl)on1 (configuration not stated)	0.7	97	-0.3	37	0	-6	-1	0	99
CCC(COC)NC(=O)CCc1nnc(Cc2cccc(C(F)(F)F)c2)o1 (configuration not stated)	0.0	99	1.1	37	-21	-1	-4	-7	97
COC(=O)c1sc2ccccc2c1NC(=O)c1coc2ccccc2c1=O	-0.2	96	-0.9	-12	41	-6	-3	6	98
C/C(=N/NC(=O)CSc1nc2ccccc2n1C)c1ccncc1	1.4	104	-0.2	20	-6	-3	-3	-5	98
O=C(NCCOc1ccccc1F)C1CCC(=O)N(CCc2cccc(F)c2)C1 (configuration not stated)	1.3	100	1.4	7	15	-7	-8	2	103
Cc1ccc(C)c(S(=O)(=O)NC(C)C(=O)Nc2ccc(-c3nc4ccccc4s3)cc2)c1 (configuration not stated)	2.7	102	3.6	58	8	10	-2	1	102
COC(=O)C1=C(C(=O)OC)[C@@H]2N(C)c3ccccc3[C@@]23C[C@@H](CO)N(C(=O)C2CCC2)C3=N1	-0.9	108	0.2	·	·	·	1	5	104
Cc1cc(C(=O)NNC(=O)c2ccc(Cl)cc2)no1	0.5	99	-0.6	36	·	-14	-6	-2	99
Cc1ccccc1NC(=O)CN1C(=O)CSc2ccc(S(=O)(=O)N3CCCCC3)cc21	-0.2	99	-1.2	58	18	-2	-8	-7	100
COc1ccc(C)cc1N(CC(=O)N1CCCCCC1)S(=O)(=O)c1ccc(C)cc1	-1.2	99	-1.9	14	4	7	-2	4	103
Cc1ccc(C(=O)N2CCSC2=S)cc1	0.0	105	-1.7	46	-10	3	-4	4	-10*
CCc1nn(CCCC(=O)N(C)Cc2ccccc2)c(=O)c2cc3occc3n12	2.4	96	1.4	56	4	-22	2	2	95
C=C(C)CSc1nc2nc(C)cc(C)n2n1	0.7	102	-0.1	-27	7	-13	-4	0	103
CC(=O)Nc1ccc(S(=O)(=O)Nc2nc3ccccc3nc2Sc2nncn2C)cc1	1.0	99	2.1	54	8	-3	-3	-2	98
CCOc1ccc2nc(-c3ccccc3)[nH]c2c1	-1.5	97	-2.2	18	16	13	-3	1	104
CC(=O)N1c2ccc(S(=O)(=O)N3CCCC(C(=O)Nc4ccc(C)cc4C)C3)cc2CC1C (configuration not stated)	4.8	98	0.2	25	18	-7	3	-2	95
CC(=NC1CCCCC1)C1=C(O)c2ccccc2C1=O	0.8	102	-0.1	-9	6	-5	-4	3	101
O=[N+]([O-])c1ccc(NS(=O)(=O)c2cccc3cccnc23)cc1	5.4	98	5.6	-24	16	-12	-3	0	103
Nc1c(Cl)c(Cl)nc(C(=O)N/N=C/c2ccco2)c1Cl	0.5	107	0.5	19	10	-9	-7	9	107
CC1CC(=O)N(c2ccc(NCCc3ccc(O)cc3)c([N+](=O)[O-])c2)C1=O (configuration not stated)	11	105	15	-34	5	0	-1	-1	96
COc1ccc(CN2CCc3c([nH]c4ccccc34)C2)c(OC)c1C	3.0	108	2.0	34	17	17	-1	5	122
COCCn1c(SCC(=O)NC2CCCCC2)nnc1-c1ccco1	4.7	101	1.2	19	10	-5	-7	-4	98
Cc1ccccc1NC(=S)N1CCOCC1	-0.1	105	0.3	13	18	-8	-2	-1	106
Cc1nc2ccccc2c(=O)n1NC(=O)/C=C/c1ccc(Br)cc1	3.4	108	2.0	-24	16	3	-5	0	103
CC(=O)c1c(O)cc(=O)n(-c2ccccc2)c1-c1cccc2ccccc12	0.3	105	1.0	24	-5	-16	1	9	104
Cc1cccc(NC(=S)N2CCN(S(=O)(=O)c3ccc(F)cc3)CC2)c1	1.0	101	0.3	34	13	0	-3	6	105
Cc1ccc(NC2CCCN(C(=O)c3cnc4ccccn4c3=O)C2)cc1C (configuration not stated)	1.5	98	0.1	44	31	6	-9	-11	97
COc1ccc(CNC(=O)Cn2cncn2)cc1OC	1.5	95	0.2	41	-7	-7	0	-2	99
Cc1cc(S(=O)(=O)N2CCN(c3ccccc3F)CC2)ccc1-n1cnnn1	4.8	102	5.1	23	25	4	-8	5	105
Clc1cccc(C[n+]2cc(-c3ccccc3)n3c2CCC3)c1	0.6	102	-0.5	-15	21	3	3	-1	106
COc1ccc(C)cc1NC(=O)CN1CCCN(S(=O)(=O)c2ccc(Br)cc2)CC1	0.1	101	-0.6	14	10	18	-5	-1	102
C=CCNC(=O)C1CCN(c2cnccn2)CC1	0.8	98	-0.6	2	12	1	-4	-4	96
Fc1cccc(Cc2noc(CN3CCSCC3)n2)c1	-0.8	104	-1.1	54	4	1	-5	6	106
O=C(CCn1c(=O)c2ccccc2n(CC(=O)NC2CCCC2)c1=O)NCCc1ccc(Cl)cc1	0.6	102	-0.4	-34	-2	-14	-3	4	97
CC(=O)Nc1c2c(nn1-c1ccccc1)CSC2	-0.6	104	-0.1	-13	16	-14	-8	2	105
COC(=O)[C@@H]1CC[C@H](C)[C@@H](c2ccc(C)cc2)N1C(=O)c1ccc(/C=N/O[C@H](C)c2cn([C@@H]3COC[C@H]3O)nn2)cc1	2.3	98	2.7	-9	13	12	·	-3	98
Cc1ccc(NC(=O)Cn2cncc2-c2ccc([N+](=O)[O-])cc2)cc1C	0.3	·	-1.0	39	32	6	-2	·	·
CN(C)S(=O)(=O)c1cccc(NC(=O)CNC2CCCCC2)c1	-0.1	104	1.7	42	-2	-5	-9	10	107
COC(=O)c1sccc1NC(=O)c1ccncc1	-0.2	112	-0.8	-8	-12	-10	-2	4	111

The final 2 entries of the section above come first, to join the parts.
SMILES	V1aR counter	MEKK3 PB1 HTS	OXTR agonist	PHOSPHO1 inh	NALP1 inh	GPR7 antagonist	GalR3 antagonist	MEKK2mut PB1 HTS	MEKK2wt PB1 HTS
CN(C)S(=O)(=O)c1cccc(NC(=O)CNC2CCCCC2)c1	-0.1	104	1.7	42	-2	-5	-9	10	107
COC(=O)c1sccc1NC(=O)c1ccncc1	-0.2	112	-0.8	-8	-12	-10	-2	4	111
Cc1ccc(C(=O)CSc2nnc3c4ccccc4nc(Cc4ccccc4)n23)cc1	-0.6	103	-1.0	5	19	-5	0	-1	101
CN(/N=C/c1ccc(N(C)C)cc1)C1=NS(=O)(=O)c2ccccc21	0.3	96	-0.5	28	6	16	-5	1	99
O=C(NC1CCN(Cc2ccc(F)cc2)CC1)c1ccccc1	1.0	103	-0.3	33	33	5	-2	0	104
COc1ccccc1NC(=O)C1CCCN(S(=O)(=O)c2ccc3[nH]c(=O)ccc3c2)C1 (configuration not stated)	0.3	105	0.0	33	12	-3	6	4	108
Cc1cccc(C(=O)NCCc2nnc(SCC(=O)Nc3cccc(C(=O)O)c3)n2C)c1	·	100	·	17	14	-6	-2	-4	101
CCOCCCNC(=S)Nc1ccc2nc(N3CCOCC3)cc(C)c2c1	-0.8	99	-1.2	2	-14	-14	-9	-3	98
O=C(COc1ccccc1)NCCc1cn2ccsc2n1	-0.2	108	-0.6	22	-29	-11	·	18	115
COc1cc(NC(=O)COc2ccc(Br)cc2)ccc1NC(=O)C(C)C	1.3	102	0.1	39	11	-21	-5	-2	98
Cc1cc2c(cc1C)C(c1ccccc1Br)CC(=O)N2 (configuration not stated)	-0.8	108	-0.1	-10	25	-15	-7	0	101
CCCc1nnc(SCC(=O)N2CCOCC2)n1CCCOC	1.1	103	0.7	-22	15	-13	-2	4	105
O=C1OC(/C=C/c2ccccc2)=NC/1=C/c1ccco1	1.6	97	0.5	-7	16	-7	3	-1	97
COc1ccc2c(c1OC)CN1CCc3cc4c(cc3[C@@H]1[C@@H]2O)OCO4	1.2	112	2.1	33	22	-9	·	2	106
CCOC(=O)C1=C(C)N=c2s/c(=C\c3cccc(OCC(=O)O)c3)c(=O)n2C1c1ccccc1OC (configuration not stated)	0.0	105	1.2	24	19	3	-11	4	103
Fc1ccccc1Cn1nnc(-c2ccc3c(c2)OCO3)n1	0.2	96	-0.5	11	18	9	-5	-5	98
O=S(=O)(NCc1ccco1)c1ccc(Cl)cc1Cl	0.1	102	0.2	10	8	-10	-10	-1	99
Cc1ccccc1NC(=S)N/N=C1\CC(C)(C)Oc2ccc(O)cc21	-0.1	117	-1.5	9	11	-13	-9	2	105
CCC(c1nnnn1Cc1ccccc1)N1CCN(C(=O)c2ccco2)CC1 (configuration not stated)	1.0	102	2.4	-8	34*	4	-2	-1	104
COC(=O)CCn1nnc(-c2ccc(C(C)C)cc2)n1	0.7	103	1.3	-19	49	-10	1	0	103
Cc1ccccc1CN1CCc2c(OCC(=O)N3CCCc4ccccc43)cccc2C1=O	2.1	101	0.0	-6	28	22*	-2	0	101
N#Cc1ccc(CSc2ccccn2)c(Cl)c1	-1.6	99	-2.5	8	-7	0	-2	2	101
Cc1nnc(N/N=C/c2ccc([N+](=O)[O-])cc2)n1N	0.3	95	0.3	4	2	4	15*	3	91
COCc1nnc(NC(=O)CCC2CCCCC2)s1	-2.0	103	-2.2	9	-9	-10	-6	5	105
